Compound activity as filed in PubChem.
T cell HTS – modulators of CD8 T cell-vesicle binding, primary screen, mouse 2C CD8+ T cells, flow cytometry | 2C CD8+ T cell-vesicle binding; active compounds read low | calls only at 7 µM | 330,000 compounds, 0.068% hits | AID 2052, 2009;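 active = response, share of CD8 T cells binding vesicles, and their 90th percentile fluorescence all below set limits, cut at about 80% in these data, passing the limit was not always enough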
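System: murine 2C transgenic CD8+ T lymphocytes; also added: QL9-loaded Drosophila micro-vesicles; times: binding 1.5 h at 37 °C; measured by: flow cytometry, PE anti-B7-1 (FL2) versus Alexa647 anti-CD8 (FL8), PFA-fixed; control set: Peptide-free naked vesicles (low) and QL9 vesicles with 0.7% DMSO vehicle (high)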
UTI89 phage lysis – inhibition of K1F phage lysis, E. coli UTI89, bacterial capsule biogenesis inhibitors, alamar blue (AID 488966); 340,000 compounds, 0.02% hits; inhibition, % at 100 µM; hits with a dose series show IC50 in µM; E. coli UTI89 K1F phage lysis, alamar blue, 2 h; higher % means a stronger effect;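 active = phage lysis inhibition, versus mean bacterial control, above a set limit; inconclusive = no clear call, values can overlap the other calls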;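 note: capsule biogenesis inhibitors block K1F phage lysis so surviving cells raise fluorescence; higher fluorescence means more inhibition of phage lysis; actives were called in the ten point dose series up to 300 µM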
West Nile virus CPE – West Nile virus antiviral activity, cell-based, CPE readout (AID 1621) | 290,000 compounds, 0.02% hits | West Nile virus-infected cells, CPE inhibition; higher % means a stronger effect | one-dose CPE inhibition, % at 10 µM; IC50 in µM for titrated hits; in the data active = a potency from the dose series; inconclusive = CPE inhibition mostly from about 3.7% at the one dose, without a potency; inactive = the rest, 99 in 100 with CPE inhibition below about 2.2%; note: strong numbers were not always called active
Large T inhibition – SV40 large T antigen inhibitors, biochemical (AID 1903); 310,000 compounds, 0.39% hits; SV40 large T antigen ATPase/helicase inhibition assay; higher % means a stronger effect; one-dose inhibition, % at 20 µM; IC50 in µM for titrated hits; in the data active = a potency from the dose series; inconclusive = inhibition mostly from about 32% at the one dose, without a potency; inactive = the rest, 99 in 100 with inhibition below about 32%; note: strong numbers were not always called active
NTR1 agonist – agonists of NTR1, primary screen, imaging, U2OS cells, beta-arrestin-GFP, high content (AID 493036); Neurotensin receptor type 1 (Homo sapiens), P30989; NTR1-U2OS beta-arrestin-GFP spot imaging, agonist mode; activation, % at 20 µM; 330,000 compounds, 0.17% hits;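 active = activation at or above 40% of the spot to cytoplasm intensity ratio, with at least 20 cells analyzed; inconclusive = wells under 20 cells, flagged as cytotoxic or low count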;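 note: 0% = DMSO without peptide and 100% = 100 nM NTR1 peptide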
Target sequence (P30989 whole entry, looked up): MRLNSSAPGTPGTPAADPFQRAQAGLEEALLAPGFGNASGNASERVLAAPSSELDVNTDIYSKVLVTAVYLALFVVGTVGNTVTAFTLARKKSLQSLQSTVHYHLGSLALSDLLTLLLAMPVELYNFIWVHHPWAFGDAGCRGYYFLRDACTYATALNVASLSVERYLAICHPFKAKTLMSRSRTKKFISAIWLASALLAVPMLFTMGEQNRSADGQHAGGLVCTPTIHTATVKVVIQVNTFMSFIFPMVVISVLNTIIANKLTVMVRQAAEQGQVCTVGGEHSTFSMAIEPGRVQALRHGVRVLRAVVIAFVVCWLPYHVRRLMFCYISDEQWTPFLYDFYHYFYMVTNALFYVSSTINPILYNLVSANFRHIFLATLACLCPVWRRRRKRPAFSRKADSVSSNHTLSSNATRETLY
PhoP inhibition – inhibitors of PhoP regulon expression, primary screen, Salmonella Typhimurium, GFP reporter (AID 1863); 300,000 compounds, 0.16% hits; S. Typhimurium PhoP-regulated promoter GFP reporter, 4 h; higher % means a stronger effect; inhibition, % at 50 µM; hits with a dose series show IC50 in µM;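 active = inhibition over 29.93%, a cutoff 3 SD above the screen mean, later confirmed by dose response; inconclusive = inhibition over 29.93% but no dose response follow-up; inactive = inhibition at most 29.93% or unconfirmed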;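 note: 0% = low Mg2+ inducing control and 100% = high Mg2+ repressing control; strong numbers were not always called active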
Rac1 GTP hydrolysis – MgcRacGAP GTPase-activating activity inhibitors, confirmation, biochemical, ADP Hunter fluorescence | Rac GTPase-activating protein 1 (Homo sapiens) | MgcRacGAP-stimulated Rac1 GTP hydrolysis, ADP Hunter fluorescence; higher % means a stronger effect; GST-tagged Rac1 F28L mutant substrate | inhibition, % at 30 µM, or IC50 in µM where a hit was titrated | 340,000 compounds, 0.6% hits;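 active = first-screen hits whose inhibition reached a set limit at any dose in the follow-up dose series; inconclusive = inhibition above the set first-screen limit but never retested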;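 note: fluorescence reports GDP produced by GAP-driven GTP hydrolysis; strong numbers were not always called active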
RSV CPE inhibition – RSV antiviral activity via CPE protection, HEp-2 cells, primary 10 µM value included (AID 2391). 310,000 compounds, 0.13% hits. CPE inhibition, % at 10 µM; hits with a dose series show IC50 in µM. HEp-2 cells, RSV-induced CPE inhibition; higher % means a stronger effect; in the data active = a potency from the dose series; inconclusive = CPE inhibition mostly from about 23% at the one dose, without a potency; inactive = the rest, 99 in 100 with CPE inhibition below about 21%; note: strong numbers were not always called active
Dengue-2 NS5 capping – Dengue-2 NS5 methyltransferase inhibitors, primary screen, biochemical, confirmation dose response (AID 588689). Genome polyprotein (Dengue virus type 2 (strain 16681-PDK53)). Dengue-2 NS5 methyltransferase capping enzyme assay, biochemical; higher % means a stronger effect. inhibition, % at 25 µM; hits with a dose series show IC50 in µM. 340,000 compounds, 0.3% hits; in the data active = a potency from the dose series; inconclusive = inhibition above about 29% without an active follow-up result
T cell HTS vesicle-bound % – recorded beside T cell HTS, whose call it bears; double positive events, %; measured here: CD8+ vesicle-bound cell fraction;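 binding gate set so that unloaded-vesicle control wells show 10% double positive cells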
NTR1 agonist cell count 20 µM – also measured in NTR1 agonist; calls as there; cell count; measured here: cell count, cytotoxicity flag
Dengue-2 NS5 capping pilot replicate – also measured in Dengue-2 NS5 capping; calls as there; inhibition, %; measured here: pilot screen replicate inhibition
Starred values were filed as active, the others as inactive; i = inactive; u = inconclusive; x = not tested or not shown; [ ] = remark or other dose. The order is random; about 1.5% have a hit in one of these screens.

SMILES | T cell HTS | T cell HTS vesicle-bound % | UTI89 phage lysis | West Nile virus CPE | Large T inhibition | NTR1 agonist | NTR1 agonist cell count 20 µM | PhoP inhibition | Rac1 GTP hydrolysis | RSV CPE inhibition | Dengue-2 NS5 capping | others
O=C(Nc1cccc(F)c1)[C@@H]1CCCN1 | i | 68 | 0.6% | -0.1% | 8% | 2.2 | 52 | -2% | 6% | 1.5% | 1%
Cc1ccc(Cn2c(O)c(N=NC(=S)Nc3ccccc3F)c3ccccc32)cc1 | i | 5 | 1.6% | -0.6% | 8% | 0.3 | 41 | 0% | 7% | u | 5%
CC1CCN(C(=O)Cn2nnnc2CN2CCOCC2)CC1 | i | 11 | 0.5% | -1.0% | 16% | -0.2 | 50 | -14% | 10% | 1.7% | 4%
Cc1csc(Nc2ccc(Cl)cc2)n1 | i | 39 | 0.8% | -0.6% | 21% | -0.7 | 67 | -4% | 1% | 6.9% | -4%
CCCCCCc1cc2cc(S(=O)(=O)c3ccc(F)c(Cl)c3)c(=O)oc2cc1O | i | 51 | 0.2% | 11% | 24% | 6.5 | 32 | 7% | 8% | 14% | 3%
O=C(CNC(=O)c1ccc(Br)o1)Nc1cccc(S(=O)(=O)N2CCOCC2)c1 | i | 56 | 1.9%[50 µM] | x | 8% | 3.4 | 58 | -9% | 5% | -1.1% | -6%
Cc1ccc(C(=O)OCC(=O)NCc2ccc3c(c2)OCO3)cc1S(=O)(=O)N1CCOCC1 | i | 46 | 0.5%[50 µM] | x | x | -1.8 | 76 | x | 6% | x | -8%
Cc1cc(NN)nc(NS(=O)(=O)c2ccc(Cl)cc2)n1 | i | 36 | 0.4% | -0.4% | 9% | -0.3 | 33 | -6% | 3% | 1.2% | -3%
O=C(NC1CCCc2c1cnn2-c1ccccc1F)c1ccccc1N1CCOCC1 (centres undefined) | i | 65 | 3.9%[50 µM] | -1.3% | 4% | 0.8 | 60 | -4% | -2% | u | 0%
Cc1ccc2c(c1)NCC(C(=O)NCc1ccccc1)O2 (centres undefined) | i | 17 | 1.3% | x | 12% | -2.7 | 95 | -3% | 25% | -0.5% | -1%
COc1cccc(Cl)c1NC(=O)N1CCc2c([nH]c3ccccc23)C1C(F)(F)F (centres undefined) | i | 12 | 0.7% | -0.5% | 6% | 12 | 52 | 0% | 11% | 2.2% | -4%
CC(=O)c1cccc(CN2CCC(C(=O)Nc3ccc(-c4cccc(C)c4)cc3)CC2)c1 | i | 43 | 0.4% | 0.2% | 3% | 9.2 | 48 | 1% | 6% | 8.9% | -1% | Dengue-2 NS5 capping pilot replicate=3.3
C=CCn1c2ccccc2c2nnc(SC(CC)C(=O)Nc3sc4c(c3C#N)CCCC4)nc21 (centres undefined) | i | 28 | 2.9% | 0.8% | 10% | 1.6 | 74 | 1% | 3% | 3.7% | -2%
COc1ccccc1-c1nc(-c2ccccn2)no1 | i | 42 | 0.3% | -0.1% | 8% | 1.7 | 80 | 4% | 1% | 2.1% | 1%
Cc1nc(-c2ccncc2)sc1C(=O)Nc1ccc(Br)cc1 | i | 28 | 2.6% | 0.1% | 3% | 0.0 | 53 | -5% | 3% | 2.8% | -1%
N#Cc1c2n(cnc1=O)CCCCC2 | i | 51 | 0.9% | 0.6% | 18% | 2.1 | 60 | 1% | 7% | 4.3% | 1%
CC1CN(c2nn3c(=O)c4ccccc4nc3c3ccccc23)CC(C)O1 (centres undefined) | i | 20 | 0.1% | 0.4% | -3% | 1.5 | 44 | 13% | 12% | 6.1% | 1%
O=C1CCN(Cc2ccccc2)C(=O)N1c1ccccc1 | i | 4 | 0.0% | 0.1% | 1% | 0.2 | 55 | -12% | -3% | -0.6% | -4%
O=S(=O)(/C=C/c1ccccc1)Nc1ccc(N2CCOCC2)cc1 | i | 27 | -0.6% | -0.2% | 23% | 0.5 | 47 | 9% | 12% | 1.8% | 13%
CCOC(=O)/C(C#N)=N\Nc1ccc(S(=O)(=O)Nc2nc(C)cc(C)n2)cc1 | i | 21 | 7.5% | 0.2% | 23% | -0.9 | 43 | -12% | 0% | 1.4% | -1%
CN(C(=O)CSc1ncnc2sc3c(c12)CCC3)C1CCS(=O)(=O)C1 (centres undefined) | i | 41 | 0.2%[50 µM] | x | x | 1.4 | 64 | x | 7% | 0.3% | -10%
Cc1nnc(SCCC(=O)Nc2ccc(F)cc2)s1 | i | 38 | 2.3% | 0.5% | 7% | -2.4 | 87 | 9% | 7% | 0.8% | 1%
CC(=O)NC1=NN(C(C)=O)C(C)(c2ccc(Cl)s2)S1 (centres undefined) | i | 9 | 0.1% | u | 23% | -2.4 | 77 | 4% | 6% | -2.6% | -16%
Cc1cc(C)cc(NC(=O)C2CCCN2S(=O)(=O)c2ccc3c(c2)C(C)(C)C(=O)N3C)c1 (centres undefined) | i | 42 | 5.9% | -1.4% | x | -0.8 | 66 | x | -4% | -1.8% | 0%
CC1=C(C(=O)Nc2ccccc2)C(c2cccnc2)n2nc(-c3cccnc3)nc2N1 (centres undefined) | i | 10 | 0.8% | 0.0% | 0% | -1.6 | 85 | 0% | 4% | -1.1% | -6%

Continued.
SMILES | T cell HTS | T cell HTS vesicle-bound % | UTI89 phage lysis | West Nile virus CPE | Large T inhibition | NTR1 agonist | NTR1 agonist cell count 20 µM | PhoP inhibition | Rac1 GTP hydrolysis | RSV CPE inhibition | Dengue-2 NS5 capping | others
COC(=O)Oc1cncc(C(=O)O)c1 | i | 39 | 0.7% | 0.0% | -6% | -0.1 | 48 | 22% | 8% | 0.7% | 4%
O=C1CCc2cc(S(=O)(=O)NC3CCCCC3)cc3c2N1CC3 | i | 29 | 1.5%[50 µM] | x | 10% | -0.4 | 55 | 3% | 2% | -0.2% | 0%
CC(NC(=O)C(=S)N1CCN(C)CC1)c1ccccc1 (centres undefined) | i | 44 | 0.7% | 0.1% | 7% | 2.9 | 51 | 1% | 4% | -1.4% | -6%
O=S(=O)(c1ccccc1)N1CCSC1c1ccco1 (centres undefined) | x | x | 0.5% | 0.0% | 19% | x | x | 0% | 8% | x | 1%
COc1ccccc1N1CC(C)(C)C(=O)N(C(=O)c2c(F)cccc2Cl)C1=S | i | 43 | 0.8% | -0.2% | 5% | 0.1 | 52 | -1% | 9% | 1.3% | -10%
Cc1ccc(OC(=O)CCC(=O)N2CCc3ccccc32)cc1 | i | 8 | -0.6% | -0.1% | -8% | -0.7 | 51 | 11% | 16% | -0.6% | -1%
Cc1ccc(C(=O)Nc2cc(C(C)C)c(O)c(C(C)C)c2)cc1 | i | 44 | -0.2% | -1.5% | 9% | 5.4 | 52 | -4% | 9% | 48% | -3%
CC(=O)C1=C(O)C(=O)N(c2ccc(C)cc2)C1c1ccc([N+](=O)[O-])cc1 (centres undefined) | i | 56 | 0.2% | -0.4% | 6% | -0.1 | 87 | -8% | 5% | 3.8% | 3%
O=C1CNC(=O)/C1=C/c1ccc(O)cc1 | i | 25 | -0.4% | 0.9% | 20% | 2.0 | 80 | -3% | u | 2.0% | -35%
C=CCNC(=O)c1scc2c1CCCC2 | i | 20 | -0.2% | 0.1% | -4% | -0.7 | 49 | 12% | 8% | 1.7% | 2%
Cc1cc(S(=O)(=O)Nc2ccc(C(=O)NCc3ccncc3)cc2)ccc1F | i | 56 | -0.6% | x | 12% | 0.1 | 42 | -3% | -7% | -0.9% | -11%
CCCCn1c(N)c(N(CC(C)C)C(=O)CCC2CCCCC2)c(=O)[nH]c1=O | i | 54 | -0.2% | -0.2% | 11% | -0.2 | 57 | 4% | 8% | -0.7% | -2%
CCCCSc1nc(O)c(C2OC(=O)c3c2ccc(OC)c3OC)c(=O)n1-c1ccccc1 (centres undefined) | i | 44 | -0.3% | 0.1% | 8% | 0.4 | 36 | -6% | 11% | -2.9% | 18%
O=C(CN1C(=O)C2C3C=CC(C3)C2C1=O)N1CC=C(c2ccccc2)CC1 (centres undefined) | i | 51 | 0.2% | -0.1% | 1% | 0.7 | 48 | -6% | 2% | 0.8% | 1%
Nc1ccc(N(CCO)CCO)cc1 | i | 6 | 1.2% | 1.1% | u | 5.3 | 42 | -5% | 12% | -2.7% | 116%
COC(=O)c1c(NC(=O)c2nn(C)cc2Cl)sc2c1CCCC2 | i | 52 | 0.2% | 0.2% | 3% | 20 | 72 | -12% | 0% | -0.2% | -9% | Dengue-2 NS5 capping pilot replicate=2.9
Cc1cccc(C(=O)NCCNC(=O)c2ccccn2)c1 | i | 19 | 0.3% | -0.4% | -4% | 2.5 | 58 | 9% | 5% | -0.5% | -15%
Cc1ccc(NC(=O)Nc2cccs2)c(Cl)c1 | i | 20 | 0.2% | -0.7% | 26% | -0.8 | 89 | -3% | 9% | 7.0% | -7%
CCCN1C(=O)C2(OCCO2)c2cc(Cl)ccc21 | i | 58 | 0.1% | -0.1% | 13% | 0.4 | 10 | -5% | 7% | 1.8% | 0%
COc1ccc(CN2C(=O)CC(Cc3ccc(C)cc3)C2=O)cc1OC (centres undefined) | i | 48 | 8.5% | -1.1% | 0% | 2.2 | 77 | -4% | 6% | 3.5% | 3%
CCOC(=O)c1sc(NC(=O)c2ccc(S(=O)(=O)N3CCCCCC3)cc2)nc1-c1ccccc1 | i | 4 | 1.3%[50 µM] | u | -1% | 4.1 | 40 | -9% | 1% | 41% | -1%
COc1ccc(CCNC2CCc3ccccc3C2)cc1 (centres undefined) | i | 55 | -0.4% | -0.2% | 26% | -0.2 | 63 | -3% | 7% | -1.1% | -7%
N=c1cc(C2(O)CCCCC2)n2c(nc3ccccc32)s1 | i | 19 | 0.2% | -1.6% | 7% | -0.3 | 76 | -3% | 5% | 2.0% | -3% | Dengue-2 NS5 capping pilot replicate=-5.2
Oc1ccccc1C=NC1CCCCC1N=Cc1ccccc1O (centres undefined) | i | 59 | 0.4% | 1.1% | -10% | 0.8 | 55 | 25% | 0% | -1.2% | x
